D2 PAM = D2 dopamine receptor (human) potentiation. P14416. HEK293 T-REx D2, calcium flux, EC20 dopamine potentiation. potentiation, % at 10 µM. 340,000 tested, 0.34% active. AID 485347;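 active means potentiation over 3 SD above the plate norm, cut at about 30% in these data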; further: 0% is about no effect
Target sequence (P14416 whole entry, looked up): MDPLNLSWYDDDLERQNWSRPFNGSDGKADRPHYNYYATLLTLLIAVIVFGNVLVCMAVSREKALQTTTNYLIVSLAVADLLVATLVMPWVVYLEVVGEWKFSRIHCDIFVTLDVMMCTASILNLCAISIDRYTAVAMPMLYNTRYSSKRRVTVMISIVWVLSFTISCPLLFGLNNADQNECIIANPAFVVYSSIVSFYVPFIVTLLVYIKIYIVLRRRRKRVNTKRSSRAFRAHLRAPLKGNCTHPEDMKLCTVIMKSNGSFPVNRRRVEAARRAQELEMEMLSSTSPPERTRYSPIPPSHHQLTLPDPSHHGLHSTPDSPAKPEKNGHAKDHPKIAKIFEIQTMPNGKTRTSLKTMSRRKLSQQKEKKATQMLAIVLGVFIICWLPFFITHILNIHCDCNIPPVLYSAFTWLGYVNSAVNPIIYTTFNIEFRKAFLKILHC
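Using a no-wash calcium dye in inducible, force-coupled HEK293 Trex cells expressing D2, we tracked fluorescence each second for 180 s after compound, then for 180 s after EC20 dopamine to detect augmented signalling.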
GRP78 ERSR act = ER stress response induction in glioma | AID 602332 | U87-MG GRP78 promoter luciferase reporter, 16 h | Potency, µM, without a hit: at the highest dose activation, usual class: activators | 420,000 tested, 0.02% active; further: potency means the concentration at half of the fitted maximal effect; series mostly up to about 76 µM; % of control where 0% means no effect; nearly all actives have a fitted effect of over 35% in size
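Stably transfected U87-MG human glioma cells carrying a GRP78-based luminescent sensor were seeded at 1000 cells/well, pin-dosed with compounds and incubated 16 h. Luciferase reagent was then added, and end-point luminescence was read after 10 min at room temperature.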
D1 PAM = potentiators of human D1 dopamine receptor | HEK293 TREx D1 cells, calcium flux, dopamine EC20 potentiation | potentiation, % at 10 µM | 360,000 tested, 0.036% active; in the data active means potentiation above about 30%; further: 0% is about no effect
Vif-APOBEC3G blk = blocks the Vif interaction with human APOBEC3G. Q9HC16. HeLa A3G-eYFP + Vif (tagged APOBEC3G with the HIV-1 protein that degrades it), YFP fluorescence, overnight. Potency, µM (highest dose often 46.1 µM), for inactives: at the highest dose activity, negative = active, actives largely listed as inhibitors. 410,000 tested, 0.076% active. AID 602310;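 further: potency means the concentration at half of the fitted maximal effect; on the % scale 0 is the no-effect control and ±100 the full control effect; nearly all actives have a fitted effect of over 60% in size; hits raise eYFP signal because A3G escapes Vif-driven loss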
Target sequence (Q9HC16 whole entry, looked up): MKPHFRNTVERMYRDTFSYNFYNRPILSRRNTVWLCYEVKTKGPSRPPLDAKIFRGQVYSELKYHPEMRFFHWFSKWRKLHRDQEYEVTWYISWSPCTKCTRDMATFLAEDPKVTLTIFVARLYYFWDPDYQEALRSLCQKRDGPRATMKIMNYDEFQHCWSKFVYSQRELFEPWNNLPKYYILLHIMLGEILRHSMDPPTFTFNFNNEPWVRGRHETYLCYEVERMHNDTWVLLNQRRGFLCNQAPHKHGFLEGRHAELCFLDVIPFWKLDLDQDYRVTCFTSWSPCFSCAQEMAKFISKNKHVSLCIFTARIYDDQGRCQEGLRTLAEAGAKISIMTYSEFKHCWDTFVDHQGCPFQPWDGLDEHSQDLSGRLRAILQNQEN
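Read-out is eYFP fluorescence (Ex 488/Em 500-530) from Vif-expressing HeLa A3G-eYFP cells; more signal means A3G escaped Vif-mediated degradation. Cells plated overnight, compound pinned in, incubated overnight at 37 deg C.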
Vif-APOBEC3F blk = Vif-A3F binding inhibition; 390,000 tested, 0.2% active; Potency, µM (top dose mostly 46.1 µM), for the others: top-dose activity, negative = active; HeLa A3F-eYFP + Vif (tagged APOBEC3F with the HIV-1 protein that degrades it), YFP fluorescence increase; further: potency means the concentration at half of the fitted maximal effect; % of control where 0% means no effect; nearly all actives have a fitted effect of over 65% in size
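Fluorescence increase (Ex 488/Em 500-530) after overnight compound treatment at 37 deg C flags inhibition of Vif-driven A3F-eYFP loss in stable HeLa A3F-eYFP/Vif cells seeded overnight beforehand.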
D1 agonist = human D1 receptor agonism; P21728; HEK293 T-REx D1 cells, calcium flux, agonist mode; activation, % at 2 µM; 360,000 tested, 1% active; in the data active means activation above about 30%; further: 0% is about no effect
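Inducible HEK293 T-REx D1 cells, force-coupled to calcium signalling, were plated at 4000 cells/well with tetracycline and held overnight at 30 C. After no-wash calcium dye loading, compound-evoked calcium rise over 180 s flagged agonists.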
RXFP1 antagonist = RXFP1 (human) relaxin receptor antagonism; HEK293-RXFP1, relaxin-stimulated cAMP HTRF, 30 min; hits give low values; activity change, negative = inhibition, % at 57.5 µM; 350,000 tested, 0.59% active;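 active means activity change of -60% or lower, but not beyond a set lower limit; inconclusive means change between -60% and -40%, or beyond the set limit; inactive means change above -40%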; further: on the % scale 0 is the no-effect control and ±100 the full control effect
RXFP1 agonist = RXFP1 (human) receptor agonism | 370,000 tested, 0.3% active | Q9HBX9 | AID 2676 | HEK293T-RXFP1 cAMP TR-FRET, 30 min; response scale: percent of porcine relaxin response, buffer zero | Potency, µM (titrated, usually from 57.5 µM), inactives show at the top dose activation, most hits filed as activators; further: potency means the concentration at half of the fitted maximal effect; on the % scale 0 is the no-effect control and ±100 the full control effect; nearly all actives have a fitted effect of over 60% in size; many of its hits are not listed in these tables
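Agonist response is measured as cAMP accumulation in an RXFP1-transfected HEK293T line under PDE4 inhibition. Values are scaled between buffer-only and 29 nM porcine relaxin, and EC50s come from standard Hill equation fits.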
D1 antag = blocks dopamine activation of the human D1 receptor. HEK293 TREx D1 cells, calcium flux, dopamine EC80; hits give low values. activity change, negative = inhibition, % at 10 µM. 360,000 tested, 3.2% active. AID 504652; in the data active means activity change below about -30%; further: on the % scale 0 is the no-effect control and ±100 the full control effect
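Allosteric or orthosteric antagonism assessed as attenuation of the calcium response to EC80 dopamine, added 180 s after compound, in induced HEK293 Trex D1 cells loaded with no-wash calcium dye.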
Numbers without * were called inactive; ? = inconclusive; / = no result given; & = joins results of further samples; ! = not confirmed by another sample. Unless noted, the call rests on the fitted dose curve; in most records, active means well fitted curve in the direction sought with a large enough effect; inconclusive means small, poorly fitted or top-dose-only effect, or another doubt; inactive means no such curve, though single readings can be large; an effect the other way counts as inactive or inconclusive. Not all compounds are listed; rates above refer to the full screens.

SMILES	D2 PAM	GRP78 ERSR act	D1 PAM	Vif-APOBEC3G blk	Vif-APOBEC3F blk	D1 agonist	RXFP1 antagonist	RXFP1 agonist	D1 antag
CSCCC(NS(=O)(=O)c1ccccc1F)C(=O)Nc1ccncc1 (centres undefined)	-12	-5%	-3	3%	-2%	3	0	0.7%	19
CCN(c1ccc(OC)cc1)S(=O)(=O)c1ccc(-c2cc(C)no2)s1	6	-5%	-7	-27%	0%	5	-5	-3.7%	-11
Cc1cc(NC(=O)CSc2ncc(C(=O)O)n2-c2ccc(F)cc2)no1	/	-5%	/	7%	6%	/	-9	/	/
O=C(CCn1c(=O)sc2ccccc21)NC1=NCCS1	-1	1%	-2	0%	1%	2	-35	0.7%	1
Cc1cc(/C=C(\C#N)C(=O)NCc2cccs2)c(C)n1-c1ccccc1F	-22	6%	-15	-13%	-6%	5	3	3.4%	-9
CCCC(=O)Nc1c2c(nn1-c1cccc(C)c1C)CS(=O)(=O)C2	9	-2%	-6	0%	3%	1	2	-0.1%	1
CCOC(=O)Cn1c(=O)c(-c2ccccc2N)nc2ccccc21	12	0%	-8	-4%	-13%	0	/	-2.9%	-2
COc1ccc(CCNC(=O)c2ccc(NC3=NC4CS(=O)(=O)CC4S3)cc2)cc1OC (centres undefined)	4	-5%	-5	4%	2%	3	15	-0.3%	-9
Cc1sc2ncn(CC(=O)NCc3ccccc3)c(=O)c2c1C	-11	-5%	-4	?	-5%	0	-6	11%	5
Cc1nc2ccc(CCO)cc2s1	-4	-4%	-5	1%	0%	0	6	1.0%	-5
CCOc1ccc(C(=O)c2cn(Cc3cccc(OC)c3)c3cc4c(cc3c2=O)OCO4)cc1	7	-2%	-1	-3%	3%	5	-35	0.1%	0
COc1ccc(S(=O)(=O)N2CC(C)OC(C)C2)cc1C(=O)N1CCCCC1 (centres undefined)	8	-3%	0	0%	3%	1	-16	-2.2%	15
O=C(CN1C(=O)COc2ccc(S(=O)(=O)N3CCCC3)cc21)N1CCN(c2cccc(C(F)(F)F)c2)CC1	-1	-1%	1	-7%	-3%	1	/	-0.7%	3
C/C(=N\NC(=O)c1cc(C)[nH]n1)c1ccc(-c2ccccc2)cc1	/	-4%	-9	0%	8%	1	-24	-1.3%	-2
N#Cc1cc2c(nc1SCc1ccccc1)CCCC2=O	-5	2%	-3	0%	-2%	-3	-15	7.2%	-7
Cc1n[nH]c(C)c1S(=O)(=O)N1CCCC(C(=O)Nc2ccc(Br)cc2)C1 (centres undefined)	-14&-12	-3%&-2%	-2&-1	1%&4%	-3%&0%	7&3	-6	2.9%&1.6%	-57*!
CCOC(=O)c1c(SCCN2CCCCC2)n(-c2ccccc2)c(=S)n(-c2ccccc2)c1=O	/	9%	/	6%	4%	/	-23	/	/
CCOCCOC(=O)c1ccc(NC(=O)C2COc3ccccc3O2)cc1 (centres undefined)	4	2%	0	0%	1%	3	-3	-1.1%	-3
COC(=O)CNC(=O)COC(=O)/C=C/c1cccs1	-14	-3%	-6	-1%	-19%	3	-4	-3.3%	-18
CC(C)Cc1ccc(C(C)C(=O)Nc2nccs2)cc1 (centres undefined)	12	1%	2	1%	1%	30	2	-1.5%	4
Cc1ccc(S(=O)(=O)N2CCCC(C(=O)NC3CCCC3)C2)cc1 (centres undefined)	-3	-3%	0	3%	-1%	2	-4	2.9%	-6
COc1ccc(NS(=O)(=O)c2ccc(N3CC(O)=C(c4ccccc4)C3=N)cc2)cc1	1	-7%	-4	-4%	-14%	1	-11	-2.6%	11
Cn1ccnc1Sc1cc(NCCCO)c([N+](=O)[O-])c2nonc12	9	-14%	-1	-8%	-10%	1	-19	11%	11
COc1cc(N)c(C(=O)c2nccc3cc(OC)c(OC)cc23)cc1OC	2	-3%	-3	1%	-7%	15	6	-1.0%	27
COc1ncnc2c1ncn2CCCNCCN1CCOCC1	/	-3%	/	3%	-3%	/	-5	/	/
c1ccc2sc(NC3=NCN(C4CCCCC4)CN3)nc2c1	1	-5%	-1	0%	-12%	8	8	0.9%	-1
COc1ccc(-c2[nH]ncc2/C=C(/C#N)C(=O)NC2CCCCC2)cc1	-2	-1%	-2	-12%	-4%	2	-9	2.2%	6
S=C(Nc1ccc(Cl)cc1Cl)NC1CCN(Cc2ccccc2)CC1	-26	-5%	-9	1%	5%	15	1	0.8%	-16
Cn1ccc2c(OCC(=O)NCc3ccccc3)cccc2c1=O	/	0%	-1	-1%	-5%	-4	/	-1.0%	/
O=c1n(Cc2ccccc2F)c2ccccc2n1Cc1ccccc1F	13	-5%	9	1%	0%	0	-11	-2.1%	-6
COc1ccc(Cn2cc(C(=O)c3ccccc3)c(=O)c3cc(OC)ccc32)cc1	4	-3%	-5	?	-5%	-2	-15	-1.3%	25
CC(=O)CC(C)=NCCN=C(C)CC(C)=O	0	-3%	0	4%	-8%	4	3	-1.7%	-24
COc1ccc(CCNC(=O)c2sc3nc4n(c(=O)c3c2C)CCCC4)cc1OC	3	-1%	4	1%	0%	15	-25	5.6%	1
O=C(NCc1ccc2c(c1)OCO2)C(=O)NCC1OCCN1S(=O)(=O)c1ccc(Br)cc1 (centres undefined)	-4	-5%	-5	3%	2%	8	6	0.5%	-7
CCOC(=O)C1CCCN(c2c(N3CCc4ccccc4C3)c(=O)c2=O)C1 (centres undefined)	-7	/	-6	/	/	1	/	0.2%	-7
O=C(O)CCn1c(-c2ccccc2)cc2ccccc21	4	-1%	0	0%	-5%	1	-7	-1.4%	3
CCOC(=O)c1c(NC(=O)CSc2nnc(CN3CCOCC3)n2C)sc2c1CCCC2	/	-4%	-5	0%	-24%	3	5	0.1%	20
O=C1NC(=O)/C(=C\c2ccc(OCc3cccc(C(=O)O)c3)c(Cl)c2)N1	8	-13%	-1	-2%	13%	-2	-4	-2.3%	-6
Cc1ccccc1NC(=S)NNC(=O)c1cccc(Br)c1	5	1%	-2	1%	-2%	8	3	-0.4%	1
COc1cccc(C(=O)Nc2nc(-c3ccncc3)cs2)c1	-14	0%	-3	1%	0%	6	-7	-2.9%	3
CN(Cc1cccs1)C(=O)c1ccc(Cl)c(S(=O)(=O)N2CCCCCC2)c1	/	-5%	/	0%	-6%	/	-15	/	/
COc1ccc(S(=O)(=O)Nc2ccc(C(N)=O)cc2)cc1C(=O)N1CCCCCC1	-9	-1%	-4	1%	-28%	0	11	-6.5%	0
CCN(CC)c1ccc(NC(=O)C(C)C)cc1	1	-2%	3	-1%	-17%	0	1	-1.1%	-2
O=C(NCc1ccccc1)c1c(O)c2cccc3c2n(c1=O)CCC3	-8	-5%	-5	-1%	0%	4	1	13%	11
CCOC(=O)c1c(NC(=O)COc2ccccc2C#N)sc2c1CC(C)(C)NC2(C)C	-2	-10%	7	-15%	-24%	5	-9	?	-5
COc1ccc(CCNC(=O)c2ccc(N3CCCC3=O)cc2)cc1	9	-2%	0	1%	0%	1	4	-0.3%	-9
Cc1ccc(CNC(=O)CCCc2nc3ccccc3s2)cc1	-11	-3%	2	1%	13%	0	2	1.8%	1
CCCn1c(=O)c2sccc2n2c(CCCC(=O)Nc3ccccc3OCC)nnc12	2	7%	1	0%	1%	1	/	3.4%	-1
N#Cc1cccc(C(=O)OCC(=O)NCc2ccco2)c1	-4	0%	-4	2%	-2%	5	12	0.9%	-6
COc1ccc(C(=O)N2CCC(C(=O)N3CCN(c4ccc(OC)cc4)CC3)CC2)cc1	3	-5%	/	1%	-1%	5	-2	1.0%	-9
CCCCc1n[nH]c2c1/C(=N/OCC)CC(C)(C)C2	8	-6%	35*	-3%	-15%	62*	?	0.5%	62
COc1ccc(OC)c(NC(=O)CSc2nnc(C3CCCCC3)n2-c2ccccc2)c1	-12	-6%	-5	-9%	2%	0	2	0.1%	-13
Cc1ccc(/C=C/C(=O)OCC(=O)Nc2ccccc2Sc2ccccc2)cc1	/	-5%	-3	-1%	-12%	32*	2	0.3%	-11
Cn1c(=O)n(C)c2cc(NS(=O)(=O)c3ccccc3)c(NCc3ccccc3)cc21	-2	1%	-5	2%	-14%	2	0	0.7%	-4
Cc1ccc([N+](=O)[O-])cc1NC(=O)C(C)Sc1nnc(C)n1CC1CCCO1 (centres undefined)	5	-4%	2	-1%	?	0	6	1.4%	-17
Cc1ccc(CSc2ccc(-c3ccco3)nn2)cc1	-6	1%	-8	0%	2%	1	-14	-1.1%	5
Cc1nc(CCNS(=O)(=O)c2cccnc2)cs1	17	-5%	-3	-1%	-10%	4	0	-1.7%	7
COc1ccc(NC(=O)CC2C(=O)NCCN2C(=O)c2ccc(N(C)C)cc2)cc1 (centres undefined)	0	-4%	3	1%	2%	3	-5	0.4%	2
CCCCn1c(SCc2c(C)noc2C)nc2cc(S(N)(=O)=O)ccc21	-5	-1%	-2	-4%	-12%	0	-8	-2.8%	-2
COc1ccc(C)cc1NC(=O)NC1CCCc2ccccc21 (centres undefined)	1	-10%	-1	2%	-2%	2	5	0.4%	1

Of the compounds above, these have a Cl atom:
SMILES	D2 PAM	GRP78 ERSR act	D1 PAM	Vif-APOBEC3G blk	Vif-APOBEC3F blk	D1 agonist	RXFP1 antagonist	RXFP1 agonist	D1 antag
S=C(Nc1ccc(Cl)cc1Cl)NC1CCN(Cc2ccccc2)CC1	-26	-5%	-9	1%	5%	15	1	0.8%	-16
O=C1NC(=O)/C(=C\c2ccc(OCc3cccc(C(=O)O)c3)c(Cl)c2)N1	8	-13%	-1	-2%	13%	-2	-4	-2.3%	-6
CN(Cc1cccs1)C(=O)c1ccc(Cl)c(S(=O)(=O)N2CCCCCC2)c1	/	-5%	/	0%	-6%	/	-15	/	/

The results go on.
SMILES	D2 PAM	GRP78 ERSR act	D1 PAM	Vif-APOBEC3G blk	Vif-APOBEC3F blk	D1 agonist	RXFP1 antagonist	RXFP1 agonist	D1 antag
O=C1COc2ccc(C(=O)COC(=O)CNS(=O)(=O)c3cccc(F)c3)cc2N1	-15	-8%	-4	1%	-10%	0	11	2.5%	-9
O=C(CSc1nc2ccccc2c(=O)[nH]1)N1CCN(c2ccccc2)CC1	-22	-4%	-3	0%	-5%	5	0	2.6%	-4
Cc1occc1-c1nnc(SCC(=O)c2cc3ccccc3oc2=O)o1	-6	-7%	-4	-1%	/	5	3	9.8%	-9
Cc1ccc(C(=O)N2CCN(c3ccccc3F)CC2)cc1NC1=NC2CS(=O)(=O)CC2S1 (centres undefined)	/	2%	0	1%	-1%	1	25	0.2%	0

Source: PubChem BioAssay
